Bioassay records (PubChem BioAssay)
NPY-Y1 PAM-ag: NPY-Y1 receptor potentiators or agonists, primary screen, cell-based. Neuropeptide Y receptor type 1 (Homo sapiens), P25929. NPY-Y1 expressing cells, potentiator/agonist activation. activation, % at 3.6 µM. actives 0.37% (n = 220,000); in the data active means activation above about 33%, passing the limit was not always enough;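 further: cells stimulated with NPY at EC10 then isoproterenol at EC100; 0% = low agonist plus stimulus and 100% = saturating agonist plus stimulus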
Target sequence (P25929 whole entry, looked up): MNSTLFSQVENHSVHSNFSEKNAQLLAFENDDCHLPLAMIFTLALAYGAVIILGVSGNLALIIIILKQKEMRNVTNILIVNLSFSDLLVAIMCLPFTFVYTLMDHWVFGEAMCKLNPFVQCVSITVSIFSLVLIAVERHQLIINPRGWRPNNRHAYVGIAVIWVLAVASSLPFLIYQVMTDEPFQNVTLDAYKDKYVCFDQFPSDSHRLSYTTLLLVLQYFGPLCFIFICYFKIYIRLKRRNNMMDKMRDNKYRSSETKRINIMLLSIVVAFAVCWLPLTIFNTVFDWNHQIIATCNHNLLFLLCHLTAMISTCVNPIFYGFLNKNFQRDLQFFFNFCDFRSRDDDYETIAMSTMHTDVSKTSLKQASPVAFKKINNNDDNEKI
EP2 mod: EP2 receptor modulators, cAMP readout, primary screen, cell-based, HTRF cAMP, PGE2 stimulation | induction, % at 25 µM | Prostaglandin E2 receptor EP2 subtype (Homo sapiens), P43116 | EP2-expressing cells, cAMP HTRF FRET, PGE2 co-stimulation | actives 0.83% (n = 260,000) | AID 940, 2007;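 active means compounds whose cAMP rise, as percent of the full-agonist control response, exceeds 60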;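 further: rat C6 glioma line stably carrying human EP2 under a CMV promoter; the protocol text gives 20 µM as final concentration; 100% = response of wells given 1 µM PGE2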
PGE2 EP2 inh: human EP2 receptor antagonists, primary screen, TR-FRET cAMP, C6 glioma cells; AID 1422, 2008; inhibition, % at 25 µM; actives 0.52% (n = 260,000); C6 glioma cells expressing human EP2; cells stimulated with saturating PGE2;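 active means percent inhibition above 40 after rounding to a whole number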;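 further: rat C6 glioma host cells with rolipram phosphodiesterase inhibitor present; the protocol text gives 20 µM as final concentration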
NPY-Y1 antag: NPY-Y1 receptor antagonists, primary screen, cell-based; Neuropeptide Y receptor type 1 (Homo sapiens), P25929; HEK293-CNG Y1 cells, membrane potential fluorescence; NPY at EC95, then isoproterenol; inhibition, % at 3.6 µM; actives 1% (n = 200,000); AID 1040, 2008;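 active means inhibition above the campaign mean inhibition of all tested compounds plus 3 SD, cut at about 20% in these data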;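 further: 0% = DMSO wells given NPY plus isoproterenol and 100% = isoproterenol alone without NPY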
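Material: HEK293 Y1/CNG channel cell line | Also added: NPY (25 nM), isoproterenol (1 µM), Ro 20-1724 (25 µM) | Compound: One concentration, 3.6 µM, in 0.4% DMSO | Schedule: 3 h dye uptake, 1 h room-temperature compound, 45 min post-isoproterenol | Signal: Membrane-potential fluorescent dye readout | Read-out: % inhibition of NPY effect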
NPY-Y2 PAM-ag: NPY-Y2 potentiators or agonists, primary screen, cell-based | Neuropeptide Y receptor type 2 (Homo sapiens), P49146 | activation, % at 3.6 µM | cells expressing NPY-Y2, potentiator/agonist read-out | actives 0.45% (n = 220,000); in the data active means activation above about 27%;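 further: cells stimulated with NPY near EC25 plus isoproterenol at EC100; 0% = vehicle plus submaximal agonist and 100% = vehicle plus saturating agonist; some results beyond the cut were filed as inactive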
Target sequence (P49146 whole entry, looked up): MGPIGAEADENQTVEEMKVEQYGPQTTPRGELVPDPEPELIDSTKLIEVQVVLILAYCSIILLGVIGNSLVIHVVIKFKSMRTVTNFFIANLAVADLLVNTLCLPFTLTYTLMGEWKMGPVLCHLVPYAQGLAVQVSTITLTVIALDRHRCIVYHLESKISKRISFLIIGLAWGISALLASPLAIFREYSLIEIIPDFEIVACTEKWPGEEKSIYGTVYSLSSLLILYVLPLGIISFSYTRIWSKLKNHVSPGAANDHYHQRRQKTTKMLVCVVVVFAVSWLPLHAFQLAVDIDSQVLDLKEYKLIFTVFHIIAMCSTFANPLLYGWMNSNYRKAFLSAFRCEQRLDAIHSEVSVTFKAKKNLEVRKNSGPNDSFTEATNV
eIF4E-4G inh: eIF4E–eIF4G protein interaction inhibitors, primary screen, biochemical, uHTS, TR-FRET, eIF4GI fragment; inhibition, % at 21.7 µM; TR-FRET eIF4E-eIF4GI(517-606) binding, 2 h; Eukaryotic translation initiation factor 4E (Mus musculus) + Eukaryotic translation …; actives 0.37% (n = 220,000); AID 782, 2007;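 active means inhibition above about 30%, limit read from the data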;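 further: 0% = full FRET control wells and 100% = background wells lacking eIF4GI fragment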
p97 ATPase inh: inhibitors of human p97 ATPase, primary screen, biochemical; recombinant p97 ATPase, Kinase-Glo ATP luminescence, 3 h; inhibition, % at 8 µM; actives 0.42% (n = 220,000); Transitional endoplasmic reticulum ATPase (Homo sapiens), P55072; AID 1481, 2009; in the data active means inhibition above about 15%;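 further: 0% = DMSO vehicle and 100% = wells lacking enzyme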
S1P4 ag: S1P4 receptor agonists, primary screen, cell-based | Sphingosine 1-phosphate receptor 4 (Homo sapiens), O95977 | S1P4-expressing cell line, agonist reporter assay | activation, % at 4.98 µM | actives 0.35% (n = 220,000) | AID 1509, 2009; in the data active means activation above about 11%;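 further: 0% = DMSO vehicle and 100% = reference agonist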
S1P4 antagonist: S1P4 receptor antagonists, primary screen, cell-based; AID 1510, 2009; actives 0.26% (n = 220,000); S1P4-expressing cells, antagonist mode, reporter read-out; inhibition, % at 4.98 µM; Sphingosine 1-phosphate receptor 4 (Homo sapiens), O95977; in the data active means inhibition above about 29%;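 further: 0% = wells stimulated with agonist and 100% = vehicle wells without agonist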
Numbers without * were called inactive; nt = not tested or not shown; & = joins results of further samples; [ ] = dose if it differs, or a comment.

SMILES | NPY-Y1 PAM-ag | EP2 mod | PGE2 EP2 inh | NPY-Y1 antag | NPY-Y2 PAM-ag | eIF4E-4G inh | p97 ATPase inh | S1P4 ag | S1P4 antagonist
C#CCOCCOCCOCCNc1nc(N2CCN(C(=O)[C@H](CCCCN)n3cc([C@@H](N)CO)nn3)CC2)nc(N2CCN(C(=O)[C@H](Cc3cc4ccccc4[nH]3)n3cc([C@@H](N)CC(C)C)nn3)CC2)n1 | 21 | 6 | nt | -2 | -3 | -5 | 6 | -2.0 | 6
Cc1noc(C)c1C(=O)N1CCCc2ccccc21 | 16 | 26 | 13 | -2 | -5 | 2[fluorescence artefact?] | -2 | -1.2 | -19
O=C(CCC(=O)N1CCN(S(=O)(=O)c2ccc(Cl)cc2)CC1)NCc1ccccc1 | -6 | -12 | 8 | 9 | -6 | -4 | -1 | -0.2 | -8
O=C(C1CC2C=CC1C2)N1CCN(c2ccccc2)CC1 (configuration not stated) | 12 | -47 | 4 | 3 | 1 | 2 | 2 | 0.5 | -10
CCc1nc(N[C@@H](CC(C)C)C(=O)O)c2oc3ccccc3c2n1 | -20 | 3 | 8 | 26* | -20 | -7 | 1 | 0.2 | -28
Cc1[nH]n2c(=O)cc(-c3ccc([N+](=O)[O-])cc3)nc2c1-c1ccccc1 | 12 | nt | 9 | -8 | -2 | nt | -2 | 0.3 | 20
Cc1nc2ccc3nc(NC(=O)c4ccc5c(c4)OCCO5)sc3c2s1 | 4 | 4 | 52* | -2 | 1 | nt | -6 | -0.2 | 7
COc1ccc(C(CNC(=O)c2ccc(S(=O)(=O)N3CCCC3)cc2)N2CCOCC2)cc1 (configuration not stated) | 7 | 17 | 2 | nt | -1 | -4 | 6 | 0.1 | -21
CCCOc1ccc(OCCNC2CCCC2)cc1 | 17 | 13 | 3 | 2 | -6 | 4 | 5 | 0.5 | 0
CC(=O)N1CCN2C(=O)C1CCCC(=O)c1cc(C(C)C)ccc12 (configuration not stated) | -12 | 44 | 6 | 2 | -1 | -1 | 2 | 1.1 | -6
O=C(CCSc1ccccc1)Nc1nnc(-c2ccccc2)o1 | -6 | -5 | 15 | 5 | -11 | 1 | 9 | 2.2 | -8
CCCn1nnc(NC(=O)c2cccc(OCC(C)C)c2)n1 | -18 | 2 | 16 | -4 | -2 | -4 | -8 | 1.0 | -22
NC(=S)N/N=C1\CC(n2nnnc2-c2ccccc2)C2COC1O2 (configuration not stated) | 1 | -10 | 7 | nt | -1 | -3 | 12 | 0.4 | -10
CN1CCN(C(=O)CNc2ccc(C(F)(F)F)cc2[N+](=O)[O-])CC1 | 16 | 0 | 5 | -2 | -3 | 3 | 3 | 1.0 | -4
c1ccc(CCn2c3ccccc3c3nnc(SCc4ccc5nonc5c4)nc32)cc1 | -39 | 42 | 6 | 4 | -17 | -28 | 1 | 0.1 | -10
CN(c1ccc(C(=O)NCc2cccs2)cc1)S(=O)(=O)c1ccccc1 | -6 | -34 | 5 | 4 | -10 | 0 | -1 | -2.2 | -7
C=CCN=C1CC(C)(C)CC(=O)/C1=C(\O)c1ccccc1 | -14 | 3 | 6 | 0 | -8 | 0 | 0 | -3.7 | 10
COc1ccccc1N1CCN(C(=O)CN(c2ccc(C)c(C)c2)S(C)(=O)=O)CC1 | 4 | -9 | 7 | -1 | -3 | 10 | 0 | -0.4 | 5
Cc1ccc(S(=O)(=O)NCCNC(=O)c2nonc2N)cc1 | 3 | -45&22 | 15&5 | 0 | 7 | -1 | 4 | 1.2 | 5
O=C(NNC(=O)c1nn(-c2ccc(F)cc2)ccc1=O)c1ccc(Cl)cc1 | 5 | 12 | 13 | nt | -10 | 5 | 6 | 0.4 | 1
Cc1cc(C)nc(Nc2n[nH]c(C)n2)n1 | -10 | 16 | 10 | -1 | 2 | -1 | 1 | 2.6 | -12
O=C(Nc1ccncc1)C1CCCN(S(=O)(=O)c2cccc3cccnc23)C1 (configuration not stated) | -3 | 4 | 10 | 1 | 7 | 0 | -5 | 2.2 | -11
C=CCn1c(SCC(=O)N2CCc3ccccc3C2)nc2sc(C)c(C)c2c1=O | -12 | -4 | 4 | 7 | -4 | -1 | 5 | -1.8 | -2
COC(=O)c1[nH]c2cccc(OC)c2c1NC(=O)CN1CCC(C(N)=O)(N2CCCCC2)CC1 | 6 | 29 | 20 | 1 | -4 | 2 | 2 | -1.2 | -1
O=C(CSc1nnnn1-c1cccc2c1CCCC2)N1CCCCC1 | -29 | -60&-55 | 9&7 | 1 | -16 | -5 | -10 | 2.6 | -4
CC1=NN(C(=O)CSCc2ccccc2)C(O)(c2ccc(F)cc2)C1 (configuration not stated) | 8 | 9 | 9 | 1 | 5 | -7 | -2 | 1.5 | 6
CCn1c(=O)cc(SCC(=O)NCc2ccccn2)c2ccccc21 | 22 | 21 | 7 | 1 | 4 | 3 | 7 | 2.5 | -2
CCc1ccccc1NC(=O)C1NC(=O)CC1c1ccccc1 (configuration not stated) | -7 | 16 | 7 | 2 | -2 | 6 | -11 | 1.5 | -8
CCOC(=O)/C=C/c1cnn(-c2ccccc2)c1 | 7 | -7 | 8 | 3 | 4 | 0 | 4 | -0.1 | -13
CCOc1cccc(-c2nnc3sc(COc4ccccc4)nn23)c1 | -33 | -16 | 11 | 6 | 0 | 2 | -6 | -1.1 | -4
Cc1nnc(Sc2c(-c3ccccc3)c3ccc(Cl)cc3[nH]c2=O)s1 | -1 | 9 | 4 | 2 | 1 | 2 | 0 | 1.3 | -8
COc1ccc(CCn2c(-c3cc([N+](=O)[O-])cc([N+](=O)[O-])c3)nc3nc4ccccc4nc32)cc1 | 1 | 20 | 9 | -1 | 11 | 3 | 5 | 0.5 | -15
CSc1nsc(SCC(=O)Nc2ccc(Br)cn2)n1 | 16 | -6 | 9 | 9 | -11 | 2 | 9 | 0.1 | -28
CCCc1cc(=O)[nH]c(SCc2cc(=O)oc3c(C)c(C)ccc23)n1 | 0 | 23 | 8 | -3 | -4 | 6 | 1 | 1.1 | -19
CNC(=O)c1[nH]cnc1C(=O)Nc1ccc(C)cc1 | 11 | -101&-36 | 15&11 | -4 | 3 | 2 | 1 | 3.1 | -10
CCOC(=O)c1cnc(SCC(=O)Nc2cc(OC)cc(OC)c2)nc1N | -8 | -30 | 6 | -2 | -4 | 8 | -3 | 1.1 | -33
Clc1cccc(Oc2ncccn2)c1 | -11 | -7 | 6 | 10 | 12 | 5 | 0 | 0.8 | -21
c1ccc(SCc2nc(-c3ccccn3)no2)cc1 | -8 | 5 | 11 | 9 | 0 | 0 | -2 | 0.4 | -8
C=CCN(CC=C)C(=O)Nc1ccc2nc(C)sc2c1 | -7 | 26 | 5 | -2 | 19 | 5 | 2 | 1.8 | -4
COC(=O)/C(C#N)=C/c1ccc(N2CCOCC2)c([N+](=O)[O-])c1 | 11 | -23 | 10 | nt | -5 | -4 | 7 | -0.7 | 0
O=c1[nH]c(CO)nc2c1oc1ccccc12 | -18 | -11 | 16 | -2 | -4 | -15 | -3 | -0.3 | -10
Cc1c(C#N)c(O)n(C)c(=O)c1N=Nc1ccc(S(N)(=O)=O)cc1 | -3 | 12 | 2 | -4 | -7 | 2 | -3 | -0.6 | 7
COc1ccccc1Nc1nc2ccccc2n1C | 7 | -2 | 9 | -1 | -3 | -4 | 1 | -1.1 | -27
Cc1ccc(-n2c(C)cc(/C=C(\C#N)C(=O)NCC3CCCO3)c2C)cc1 (configuration not stated) | -16 | 20 | 6 | 0 | -12 | -1 | -6 | 2.2 | 7
CC(C)OC(=O)/C(C#N)=C/c1c[nH]c2ccccc12 | 14 | 3 | 5 | -2 | -2 | 17[fluorescence artefact?] | -4 | 0.8 | -16
Brc1ccc(-c2nc(-c3ccccn3)no2)o1 | 2 | -32 | 10 | 2 | 6 | 7[fluorescence artefact?] | -21 | 0.3 | -7
O=c1c(-c2nnc(SCc3ccc(Cl)cc3)o2)cccn1Cc1ccccc1 | -33 | 37 | 2 | 15 | -22 | 1 | -5 | 0.2 | -11
CCOC(=O)c1nnn(CC(=O)Nc2ccccc2OC)c1C(=O)OCC | -6 | 19 | 31 | 12 | -7 | 2 | -2 | 1.0 | 1
Cc1cc(=O)[nH]c(SCc2cccc(Br)c2)n1 | -14 | 11 | 8 | 5 | -9 | -3 | 1 | -0.8 | -7
CC(=O)C1C(c2ccc(F)c(F)c2)NC(=O)NC1(O)C(F)(F)F (configuration not stated) | -8 | -18 | 4 | 2 | 8 | 1 | 4 | 2.3 | -21
CCOC(=O)c1nc2nc(C)c(Cl)c(=O)n2[nH]1 | 12 | 15 | 10 | 1 | 5 | 2[fluorescence artefact?] | 1 | 1.7 | -12
Cc1ccc(-n2c(SCC(=O)NCc3ccco3)nnc2-c2cccnc2)cc1 | -5 | 21 | 20 | -7 | -1 | -4 | 4 | 0.5 | -3
Cc1ccc(SCc2ccc(C(=O)Nc3cccc([N+](=O)[O-])c3)cc2)cc1 | -14 | 5 | 8 | 2 | 5 | -8 | 2 | -0.9 | 6
CCN(CC)C(=O)CSc1nc2ncccc2[nH]1 | -8 | 1 | 7 | -4 | -5 | -8 | -1 | -0.1 | 9
Cc1cccc(C)c1OCc1n[nH]c(=S)n1-c1ccccc1 | -20 | 31 | 2 | -2 | 0 | 2 | 2 | 0.9 | -2
O=C(CCc1ccc(S(=O)(=O)NCCc2ccccc2)cc1)NCc1ccco1 | -2 | -12 | 8 | 4 | 13 | 5 | -9 | -3.1 | -6
Cc1cc(C)c(C)c(OCC(=O)N2CCCCCC2)c1 | -2 | 15 | 11 | -1 | 0 | 0[fluorescence artefact?] | -7 | 1.7 | -17
Fc1cccc(Cn2cc(C(=S)N3CCOCC3)c3ccccc32)c1 | -13 | 8 | 6 | 8 | -5 | 3 | 1 | 0.9 | -1
O=C(CCSCCc1ccccn1)Nc1ccc(Cc2ccncc2)cc1 | -5 | -12 | 6 | -1 | -2 | -3 | 4 | -0.3 | 0
CC(/C=N/n1cnnc1)=C\c1ccco1 | 9 | 16 | 10 | -1 | 8 | 9[fluorescence artefact?] | 4 | 0.0 | -1
NCCCC[C@H]1CNC(=S)N1CCc1cc(C(F)(F)F)cc(C(F)(F)F)c1 | 7 | -34 | 3 | -1 | 3 | 0 | 5 | 0.6 | 3
CCC(OC(=O)c1cccs1)C(=O)NC1CCCCC1 (configuration not stated) | -3 | 22 | 3 | -6 | 1 | -5 | 2 | -1.4 | -16

Not all compounds are listed; the hit share may differ from the screen's.
